# Growth percent in the NCI-60 one-dose screen (48 h, 10 µM unless noted): 100 = growth as untreated, 0 = no growth, -100 = all killed.
# T-47D: T-47D breast cancer; hit rate 5% among 79,000; AID 1794792
# LOX IMVI: LOX IMVI melanoma | hit rate 7.4% among 79,000
# K-562: K-562 leukemia; hit rate 7.4% among 78,000
# BT-549: BT-549 breast cancer; hit rate 4.4% among 78,000
# MDA-MB-468: MDA-MB-468 breast cancer; AID 2202374; hit rate 8.5% among 78,000
# MDA-MB-231: MDA-MB-231 breast cancer | hit rate 5% among 81,000
# HS 578T: HS 578T breast cancer | hit rate 4.1% among 78,000
# MCF7: MCF7 breast cancer; hit rate 6.3% among 82,000; AID 1794796
# * hit, by the source's call; nt = not tested or not shown; & = joins results of further samples. The calls were made as follows: active = growth percent below 10; inactive = the rest.
# Under each structure: T-47D	LOX IMVI	K-562	BT-549	MDA-MB-468	MDA-MB-231	HS 578T	MCF7
COc1ccc2nc(Cl)c(-c3cc(-c4ccccc4)nc(=S)[nH]3)cc2c1
  76.4	60.3	24.8	14.7	76.0	nt	31.7	65.0
COc1c(F)ccc(C(=O)Nc2ccc3nc(NC(=O)C4CCCN(S(=O)(=O)c5cccc(Cl)c5)C4)sc3c2)c1F (stereo not drawn)
  53.1	79.6	53.8	76.0	88.8	87.9	62.6	nt
c1ccc(C(NC2CC3CCC2C3)c2ccccc2)cc1 (stereo not drawn)
  99.9	95.3	92.8	78.4	96.8	96.1	110.7	98.4
C[C@@H]1N=C(c2csc3ccccc23)Nc2nc3ccccn3c2C1=O
  45.9	93.5	81.2	86.7	70.7	67.9	59.5	50.6
Cc1c(C(N)=O)sc2nc(SCc3nnc(-c4ccccc4)o3)n(Cc3ccccc3)c(=O)c12
  76.2	nt	95.5	87.8	103.5	96.5	98.3	79.2
COC1C(CO)OC(n2cnc3c(=S)nc(N)[nH]c32)C1O (stereo not drawn)
  93.6	96.9	nt	101.7	94.0	107.5	119.5	99.6
Cc1cc2c(cc1C)Nc1sc(NC(=O)CN3CCOCC3)nc1C(=O)N2
  94.6	nt	80.8	103.7	102.7	107.1	104.7	96.8
CC1(C)OC2OC(C3COC(=O)O3)C(O)C2O1 (stereo not drawn)
  94.3	92.7	97.3	nt	96.2	103.0	101.7	93.6
Oc1ccc2c(c1)CCc1ccccc1-2
  86.3	107.5	120.7	106.4	105.2	111.1	96.8	103.5
COc1ccc(-c2cc(-c3cccnc3)nc(SCC(=O)Nc3ccccc3)c2C#N)cc1OC
  82.4	102.3	110.6	nt	93.6	71.8	108.8	102.8
CN1C(=O)N(c2ccccc2)C2N=c3s/c(=C4\C(=O)Nc5ccccc54)c(=O)n3NC21 (stereo not drawn)
  nt	94.2	95.8	99.0	121.3	100.6	101.2	98.8
Nc1nc(-c2cc(-c3ccco3)nc(N)n2)cc(-c2ccco2)n1
  nt	100.6	113.2	106.5	114.3	nt	98.2	100.5
c1ccc2cc(-c3n(Cc4ccc5ccccc5n4)c4ccccc4[n+]3Cc3ccc4ccccc4n3)ccc2c1
  nt	-85.8*	-6.1*	-5.3*	-36.0*	-21.0*	-9.3*	-10.4*
Cn1c(C(=O)c2cccc3ccccc23)nc2ccccc21
  17.0	2.8*	7.2*	13.0	-1.1*	29.1	45.7	15.6
CCOC(=O)CNC(=O)CCCCSc1ncnc2nc[nH]c12
  100.1	102.1	85.7	nt	95.4	108.3	106.6	91.9
COc1ccccc1-[n+]1cc(-c2ccc(-c3ccc(S(C)(=O)=O)cc3)cc2)n2c1CCCCC2
  53.2	97.2	51.2	87.8	23.3	98.8	94.3	89.3
N#CC1=C(N)Oc2c(cnn2-c2ccc([N+](=O)[O-])cc2[N+](=O)[O-])C1c1ccc(N2CCCCC2)cc1 (stereo not drawn)
  76.6	86.6	70.7	101.1	88.8	69.9	96.4	55.6
COC(=O)c1ccc(C(=O)Nc2cccc(-c3cc(=O)c4c(OC)c(OC)c(OC)cc4o3)c2)cc1
  80.1	81.9	61.8	77.0	96.2	90.0	108.4	86.9
Cc1ccc(S(=O)(=O)Oc2ccc(NC(=O)c3ccc(Cl)cc3)cc2)cc1
  98.1	95.1	92.8	90.8	95.2	97.0	106.6	91.8
COc1ccc(C(C(N)=O)N2CCCCC2)cc1 (stereo not drawn)
  99.0	96.5	100.6	99.4	nt	116.4	104.8	101.1

# Four structures from above, ordered by molar mass, lowest first:
# Under each structure: T-47D	LOX IMVI	K-562	BT-549	MDA-MB-468	MDA-MB-231	HS 578T	MCF7
COC1C(CO)OC(n2cnc3c(=S)nc(N)[nH]c32)C1O (stereo not drawn)
  93.6	96.9	nt	101.7	94.0	107.5	119.5	99.6
Nc1nc(-c2cc(-c3ccco3)nc(N)n2)cc(-c2ccco2)n1
  nt	100.6	113.2	106.5	114.3	nt	98.2	100.5
C[C@@H]1N=C(c2csc3ccccc23)Nc2nc3ccccn3c2C1=O
  45.9	93.5	81.2	86.7	70.7	67.9	59.5	50.6
N#CC1=C(N)Oc2c(cnn2-c2ccc([N+](=O)[O-])cc2[N+](=O)[O-])C1c1ccc(N2CCCCC2)cc1 (stereo not drawn)
  76.6	86.6	70.7	101.1	88.8	69.9	96.4	55.6

# Following part.
# Under each structure: T-47D	LOX IMVI	K-562	BT-549	MDA-MB-468	MDA-MB-231	HS 578T	MCF7
O=C1OCCCCCCCCCC#Cc2ccccc21
  80.1	140.2	94.2	123.6	nt	110.3	108.5	163.9
NCc1ccccc1Br
  90.8	85.3	66.5	104.9	98.4	104.1	95.5	45.6
Cc1ccc(S(=O)(=O)c2ccc(C)c([N+](=O)[O-])c2)cc1[N+](=O)[O-]
  82.2	91.0	90.6	85.9	94.1	98.1	102.1	109.9
Cc1ccc(/C=C(/NC(=O)c2ccccc2)C(=O)Nc2ccc(S(N)(=O)=O)cc2)o1
  100.8	99.7	116.2	nt	74.8	104.6	106.0	87.6
CCN(CC)CC(CC)(c1ccccc1)C1(O)CCCC1 (stereo not drawn)
  108.7	100.6	102.9	114.9	111.4	102.6	100.7	101.3
O=C(O)CCc1nc2c(=O)[nH]c(SCC(=O)Nc3cccc(Cl)c3)nc2[nH]c1=O
  95.9	100.2	99.2	98.6	99.5	102.7	97.3	98.1
C=C(C)C(OC(C)=O)OC(C)=O
  108.2	95.9	99.0	106.2	95.8	96.0	127.7	104.7
CC(=O)O[C@H]1CC[C@@]2(C)[C@@H](CC[C@@H]3[C@@H]2CC(=O)[C@@]2(C)[C@H]3C[C@@H](C3CCCC3=O)[C@@H]2C(C)=O)C1 (stereo partly drawn)
  91.1	nt	104.9	102.9	113.7	98.8	107.6	98.2
O=C1N/C(=C\c2ccccc2)c2ncccc21
  79.5	99.2	90.7	nt	96.2	94.3	119.7	80.0
O=C(O)C1(Nc2ccccc2)CCCC1
  102.5&109.4	99.6&105.4	89.8&110.2	112.2	123.4&99.6	105.8&103.2	109.4&127.4	100.5&107.8
CN(C)c1ccc(C2C(C#N)=C(N)Oc3c2ccc2ccccc32)cc1 (stereo not drawn)
  88.3	69.9	33.5	76.1	118.4	67.9	80.4	74.3
CSc1nc(N)cc(Cl)n1
  94.8	101.7	94.8	94.8	97.9	107.5	104.0	97.5
C#CC(C)(O)CCCCCC (stereo not drawn)
  109.4	101.7	95.1	100.8	104.2	115.4	101.6	96.4
CCOC(=O)/C=C(/OCC)C(=O)OCC
  110.9	110.2	95.5	nt	101.3	115.6	101.9	103.7
CC(=O)Nc1cccc(-c2[nH]c3ccccc3c2/C=N/NC(N)=O)c1
  89.6	88.6	nt	102.4	98.0	104.0	94.7	87.4
CCN(CC)CCOc1cc(C)ccc1C(C)C
  109.4&94.5	92.2&102.0	99.6&97.9	100.3&101.3	97.7&92.4	108.3&112.2	99.3&99.1	93.8&93.6
CSc1nc2nnc(N)c(=O)n2[nH]1
  86.3	101.4	99.2	88.7	94.8	112.4	98.8	95.5
CCN(CC)CCCSCCCNc1cc(OC)cc2cccnc12
  125.2	85.8	50.0	87.2	90.2	83.0	nt	104.1
CCC(CC)C[N+](C)(C)C
  118.4	102.6	109.4	114.9	86.9	122.2	108.1	105.1
NCCCCCCNc1cc(-c2cccc(OC(F)(F)F)c2)nc2ccc(N3CCCC3)cc12
  -15.4*	-93.6*	-52.6*	55.7	-87.9*	-79.9*	-54.0*	-72.6*

# (continued)
# Under each structure: T-47D	LOX IMVI	K-562	BT-549	MDA-MB-468	MDA-MB-231	HS 578T	MCF7
N#C/C(=C\NC(=S)Nc1ccc(S(N)(=O)=O)cc1)C(=O)c1ccc2ccccc2c1
  95.7	93.8	102.6	96.5	80.6	86.8	91.2	93.2
Nc1cc(-c2ccccc2)ccc1O
  88.3	90.0	59.2	79.3	93.5	82.7	nt	101.9
Cc1c(Cc2ccccc2)c(=O)oc2c(C)c(OCC(=O)n3nc(N)cc3N)ccc12
  70.6	92.1	99.0	86.1	101.8	92.3	108.4	89.6
O=C(c1cccc(-c2ccccc2)n1)c1c[nH]c2ccccc12
  60.4	86.8	90.8	89.4	41.1	53.2	80.4	59.2
COc1ccc(C(Cc2ccccc2)NC(C)CO)cc1 (stereo not drawn)
  87.3	92.5	104.6	83.9	90.2	104.2	97.7	89.5
O=C(O)c1ccc(-n2cc(CNc3ccc(Br)cc3)c(-c3ccc(O)cc3)n2)cc1
  83.8	88.7	86.6	87.8	120.0	122.5	104.3	85.4
CCc1ccc(-c2ccc(N(C)Cc3ccccc3)nn2)cc1S(N)(=O)=O
  89.0	104.0	91.3	104.9	96.3	115.4	104.2	96.9
O=C(Nc1ccc(Oc2ncnc3scc(Nc4n[nH]c(=S)s4)c23)cc1)C1(C(=O)Nc2cccc(C(F)(F)F)c2)CC1
  86.7	30.4	101.8	96.1	-10.1*	92.7	100.0	23.3
C[C@@H]1CC[C@@H]2[C@@H]1[C@H](OC(=O)/C=C/c1ccccc1)[C@]1(C3CCCCC3)C[C@@H](OC(=O)CO)[C@@]2(C)O1
  42.8	76.0	nt	0.7*	74.1	84.7	-22.4*	38.3
COc1cc(C)cc2oc3oc(=N)c(C(=O)c4ccccc4)cc3c(=O)c12
  102.6	95.6	97.5	97.3	107.7	98.2	nt	96.2
CCN(CC)CCSC(=O)C(O)(c1ccccc1)C1CCCC1 (stereo not drawn)
  108.6	90.3	96.4	109.5	nt	97.9	109.8	114.1
CN(C)c1ccc(Cc2cc(-c3ccc(Cl)c(Cl)c3)n[nH]c2=O)cc1
  79.6	92.9	95.4	112.2	108.8	83.7	94.8	76.7
CCNc1nnc(COc2ccc3c(C)c(C)c(=O)oc3c2)s1
  75.9	96.6	65.7	99.6	58.7	106.5	114.2	91.9
CCn1c(Sc2nnc(Nc3ccc(F)cc3)s2)nc2c1c(=O)n(C)c(=O)n2C
  83.6	96.6	100.2	91.3	90.3	89.8	88.8	101.9
O=C1/C(=C/c2cnc(CO)s2)SC(=S)N1Cc1ccccc1
  55.2	80.0	82.1	87.5	46.0	108.4	92.2	64.5
CC(C(=O)O)c1ccc2c(c1)Cc1ccccc1-2 (stereo not drawn)
  105.5	99.4	56.2	90.4	nt	118.9	95.3	94.0
Cc1[nH]c(C(=O)Nc2ccc(C(N)=O)c(OC(C)C)c2)c(Cl)c1Cl
  95.9	106.7	87.5	109.9	106.7	92.8	108.2	92.8
C[C@@]1(C(=O)O)CC2C=CC1C2 (stereo partly drawn)
  106.2	105.2	133.0	nt	122.0	126.6	125.2	105.1
OCc1ccccc1O
  103.0&100.4	104.2&100.5	98.2&135.1	97.0&99.6	101.9&92.7	96.3&99.7	106.6&118.6	96.8&97.9
Nc1ccc2c3c(cccc13)C(=O)OC2=O
  93.9	95.3	114.9	100.0	115.9	94.5	107.8	90.5

# Single records, from the list above. Values in the order: T-47D | LOX IMVI | K-562 | BT-549 | MDA-MB-468 | MDA-MB-231 | HS 578T | MCF7
# CN(C)c1ccc(Cc2cc(-c3ccc(Cl)c(Cl)c3)n[nH]c2=O)cc1 is entered as 79.6 | 92.9 | 95.4 | 112.2 | 108.8 | 83.7 | 94.8 | 76.7
# OCc1ccccc1O is entered as 103.0&100.4 | 104.2&100.5 | 98.2&135.1 | 97.0&99.6 | 101.9&92.7 | 96.3&99.7 | 106.6&118.6 | 96.8&97.9
# CCc1ccc(-c2ccc(N(C)Cc3ccccc3)nn2)cc1S(N)(=O)=O is entered as 89.0 | 104.0 | 91.3 | 104.9 | 96.3 | 115.4 | 104.2 | 96.9

# (more compounds)
# Under each structure: T-47D	LOX IMVI	K-562	BT-549	MDA-MB-468	MDA-MB-231	HS 578T	MCF7
CN(C)c1ccc2nc3ccc(=[N+](C)C)cc-3oc2c1
  14.4	12.2	16.9	63.2	-15.4*	-14.6*	101.2	-30.4*
CCCn1c(=N)c(S(=O)(=O)c2ccccc2)cc2c(=O)n3ccccc3nc21
  77.3	78.4	91.2	88.9	99.0	76.8	107.2	94.8
O=C1c2cccc3c(N4CCN(Cc5ccccc5)CC4)ccc(c23)C(=O)N1c1cccc(-c2nn(-c3ccccc3)cc2-c2nc3ccccc3s2)c1
  97.6	97.9	97.4	114.5	95.7	105.3	106.3	88.6
Cc1cc(C)nc(N)n1
  96.6	102.9	92.0	89.8	119.0	99.3	118.1	95.5
COc1ccc(C(Cc2ccccc2)C(=O)O)cc1OC (stereo not drawn)
  107.3	102.7	nt	103.7	92.9	93.0	101.1	96.6
O=C(O)c1cn(C2CC2)c2cc(N3CCN(CCN4CCOCC4)CC3)c(F)cc2c1=O
  98.7	99.6	106.7	97.1	113.4	106.1	107.3	100.8
O=C(Nc1ccccc1O)c1ccc(CNC(=O)c2ccsc2Nc2ccnc(C(F)(F)F)c2)cc1
  25.0	34.5	9.2*	51.7	-17.2*	39.1	4.5*	24.5
CCN(CC)CCOc1cccc2c1C(=O)c1cccc(OCCN(CC)CC)c1C2=O
  92.2	18.2	27.9	nt	8.3*	42.4	78.9	9.2*
CC(=O)Nc1ccc2ccccc2c1[N+](=O)[O-]
  106.7	95.3	135.5	105.2	104.0	103.1	106.9	97.1
CCC(CC)N1C(=O)/C(=c2\sc3n(c2=O)C2C(NN=3)N(CC)C(=O)N2CC)c2ccccc21 (stereo not drawn)
  66.5	17.9	9.3*	78.6	42.8	32.8	25.6	15.0
O=C(NN1C(=O)/C(=C/C=C/c2ccc([N+](=O)[O-])o2)SC1=S)c1cccc(O)c1
  -44.1*	-93.5*	6.2*	-96.0*	-73.4*	-98.4*	-14.6*	-61.9*
CN1C=Nc2c(ncn2C2CCC(CO)O2)C1O (stereo not drawn)
  98.0	94.0	89.2	111.0	94.7	109.7	100.0	97.8
CCOC(=O)c1nc(Nc2ccc(NC(=O)Nc3cccc(C)c3)cc2)c2ccccc2n1
  90.5	93.1	100.6	101.9	101.3	92.5	84.5	91.0
Clc1ccccc1-c1nnc(-c2nc3ccccc3nc2Cl)o1
  60.2	nt	96.2	94.6	12.5	98.2	104.4	50.7
CCOC(=O)C(=NNc1ccccc1)C(=O)OCC
  93.6	91.9	102.8	84.3	109.4	95.7	100.3	93.6

# Screens from PubChem.
